HTR5A inv ctr = HTR5A inverse agonists in luminescence cell assay, primary screen, counter-screen for OPRM1-OPRD1 heterodimer inverse agonist project, full-deck HTS; 5-hydroxytryptamine receptor 5A (Homo sapiens), P47898; HTR5A cell line, inverse agonism; inhibition, % at 9.3 µM; hit rate 0.083% among 340,000; in the data active = inhibition mostly above about 23%, no sharp cut-off; inactive = mostly below about 18%;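 note: 0% = cells with DMSO and 100% = no-cell wells with DMSO; some compounds called inactive have numbers as strong as hits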
Target sequence (P47898 whole entry, looked up): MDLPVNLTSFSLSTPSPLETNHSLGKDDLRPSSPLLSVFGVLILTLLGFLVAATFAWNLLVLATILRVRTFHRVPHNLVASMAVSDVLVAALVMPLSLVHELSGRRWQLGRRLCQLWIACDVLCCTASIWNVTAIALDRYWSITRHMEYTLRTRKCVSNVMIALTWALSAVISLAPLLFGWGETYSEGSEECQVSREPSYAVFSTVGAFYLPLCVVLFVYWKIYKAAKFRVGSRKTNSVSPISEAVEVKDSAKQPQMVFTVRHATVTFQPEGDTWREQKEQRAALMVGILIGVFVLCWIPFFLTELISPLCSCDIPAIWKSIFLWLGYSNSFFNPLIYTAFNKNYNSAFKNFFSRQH
Ecoli viability = E. coli V3065 growth inhibition, primary screen, counter-screen for AddAB inhibitor project, absorbance, OD600; 18 h; inhibition, % at 11.9 µM; hit rate 0.27% among 330,000;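 active = inhibition above the campaign's mean inhibition across all tested compounds plus 3 SD, cut at about 9.9% in these data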;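 note: uninfected addAB+ strain grown without phage in ampicillin broth; 0% = DMSO wells and 100% = ciprofloxacin 0.95 µg/ml wells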
SUMO Mot1 rescue = yeast Mot1-301 growth rescue at high temperature, primary screen, SUMOylation pathway inhibitor project, S. cerevisiae, ATP luminescence, 38.5C | S. cerevisiae Mot1-301 growth rescue; percent above DMSO median, 100 means doubled | growth rescue, % at 18.8 µM | hit rate 1% among 320,000 | AID 2716, 2010;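 active = every valid replicate shows activation above 250% relative to neutral control wells; inactive = the rest, any valid replicate at or below 250%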;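 note: OY570 slx delta 5 strain wells were the positive control but not used for scaling; some compounds called inactive have numbers as strong as hits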
phage Ecoli inh = growth loss of phage-infected E. coli, primary screen, RecBCD inhibitor project, absorbance, with phage, HTS | AID 651602, 2012 | inhibition, % at 11.9 µM | hit rate 0.26% among 360,000; in the data active = inhibition above about 11%
PKA-R2B activ = activators of PKA-R2B holoenzyme, primary screen, biochemical, fluorescence polarization, Cy5-IP20, human; cAMP-dependent protein kinase catalytic subunit beta (Homo sapiens) + cAMP-dependent …; PKA-R2B holoenzyme dissociation; R2B truncated from residue 108, S112A mutant; 0% DMSO only, 100% 113 µM cGMP; activation, % at 11.4 µM; hit rate 0.079% among 340,000; AID 504700, 2011;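 active = activation above a cutoff set at the mean over all compounds plus 3 SD, cut at about 18% in these data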;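 note: higher means more holoenzyme dissociation and a rise in polarization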
Target sequence (P31323 whole entry, looked up, other chains not shown, the tested form may be a part): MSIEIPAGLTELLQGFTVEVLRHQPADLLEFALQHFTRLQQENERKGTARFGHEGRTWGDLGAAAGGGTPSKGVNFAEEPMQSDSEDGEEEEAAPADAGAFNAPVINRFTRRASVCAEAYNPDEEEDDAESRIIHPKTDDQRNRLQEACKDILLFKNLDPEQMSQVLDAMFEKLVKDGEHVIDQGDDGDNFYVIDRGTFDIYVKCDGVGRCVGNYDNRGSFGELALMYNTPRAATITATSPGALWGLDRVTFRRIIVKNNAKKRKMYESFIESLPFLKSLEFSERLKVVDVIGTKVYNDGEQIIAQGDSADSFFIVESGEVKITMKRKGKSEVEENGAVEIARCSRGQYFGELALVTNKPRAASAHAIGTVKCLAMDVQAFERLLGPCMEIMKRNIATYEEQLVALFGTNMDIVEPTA
HTR5A ag ctr = HTR5A agonists in luminescence cell assay, primary screen, counter-screen for OPRM1-OPRD1 heterodimer agonist project, full-deck HTS | activation, % at 9.3 µM | hit rate 0.61% among 340,000 | cell-based | 5-hydroxytryptamine receptor 5A (Homo sapiens), P47898; in the data active = activation mostly above about 9.5%, no sharp cut-off; inactive = mostly below about 7.6%;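 note: 0% = cells with vehicle only and 100% = reference agonist; strong numbers were not always called active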
DAGLB inh = DAGLB lipase inhibitors, primary screen, biochemical, fluorescence, HTS. Diacylglycerol lipase-beta (Homo sapiens), Q8NCG7. HEK293T DAGLB membrane lysate, EnzChek fluorogenic substrate. inhibition, % at 5.17 µM. hit rate 0.059% among 340,000; in the data active = inhibition above about 34%;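 note: 0% = enzyme with vehicle and 100% = wells lacking enzyme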
CDK5 inh = inhibitors of human CDK5/p35 kinase, primary screen, biochemical, single concentration; Cyclin-dependent kinase 5 (Homo sapiens) + Cyclin-dependent kinase 5 activator 1 (Homo …; Recombinant CDK5/p35, ADP-Glo luminescence, 60 min; inhibition, % at 10 µM; hit rate 0.01% among 330,000;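 active = highest replicate inhibition of at least 50% and at least 75% of replicates reaching 50%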;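 note: plate controls were DMSO neutral control for no effect and GW8510 at 10 µM for full effect; many of its hits are not listed in these tables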
PKA-R1A act = activators of PKA-R1A holoenzyme, primary screen, biochemical, fluorescence polarization, Cy5-IP20, bovine R1A, mouse PKAc; cAMP-dependent protein kinase type I-alpha regulatory subunit (Bos taurus) + …; PKA-R1A dissociation; scaled: DMSO 0%, 113 µM cGMP 100%; activation, % at 11.4 µM; hit rate 0.083% among 340,000; AID 504707, 2011;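 active = percent activation above the mean of all tested compounds plus 3 SD, cut at about 19% in these data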;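 note: higher means more PKAc released from R1A so a rise in polarization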
AddAB inh = growth inhibition of E. coli expressing H. pylori AddAB, primary screen, AddAB inhibitor project, absorbance. inhibition, % at 11.9 µM. hit rate 0.29% among 330,000; in the data active = inhibition above about 12%;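 note: 0% = vehicle wells of infected cells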
Tat export inh = E. coli Tat export inhibitors, primary screen, MC4100, TorA-mCherry reporter, fluorescence, single point; inhibition, % at 10 µM; hit rate 0.036% among 340,000;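 active = mean replicate inhibition at least 50% and at least half of replicates individually reaching 50%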;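 note: exported cargo escapes ClpAP degradation while cytoplasmic cargo is degraded and loses fluorescence; 0% = median of neutral control wells and 100% = median of NaSCN control wells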
Numbers without * were called inactive; nt = not tested or not shown.

canonical_smiles	HTR5A inv ctr	Ecoli viability	SUMO Mot1 rescue	phage Ecoli inh	PKA-R2B activ	HTR5A ag ctr	DAGLB inh	CDK5 inh	PKA-R1A act	AddAB inh	Tat export inh
O=C(Nc1ccc2c(c1)CCC2)C1CCN(c2ncccn2)CC1	3	2.5	49	4.5	-6	0	3	0.0	-13	6.5	-10
Cc1c(N2C(=O)CS/C2=N\N=C\c2ccccc2O)c(=O)n(-c2ccccc2)n1C	29	1.0	8	2.7	-4	5	-1	-1.2	4	1.5	-1
N#CCc1nc(C(c2ccccc2)c2ccccc2)no1	10	-0.4	9	-0.7	1	-5	-21	-0.6	0	1.6	-6
NNC(=O)c1[nH]c2ccccc2c1-c1ccccc1	-15	0.4	653*	2.8	-1	4	-4	0.0	-18	-1.9	0
OCC[C@H]1C[C@@H](O)[C@H](O)[C@]2(Cc3ccccc3O2)O1	-19	1.3	-3	0.3	-1	7	-1	-0.7	12	3.6	-6
Cc1cc(-n2c(C)cc(C(=O)CSc3nncn3C(C)C)c2C)no1	0	0.2	-7	2.1	-5	0	0	-0.7	-5	0.3	1
O=S(=O)(c1cnccc1N1CCN(/N=C/c2ccc(Br)cc2)CC1)N1CCCCC1	-20	-0.2	527	2.3	-8	8	1	-0.5	-11	2.2	-1
Cc1cccc(C(=O)NNS(=O)(=O)c2ccc(F)cc2)c1	4	-2.7	-11	1.5	9	-1	0	0.5	1	-1.2	5
CCN1CCCC1CNC(=O)c1cc2ccc(OC)cc2[nH]1 (stereo unspecified)	2	nt	-13	3.4	-5	-1	-1	0.1	8	nt	8
O=C(NCc1ccccc1)c1csc(-c2cccnc2)n1	-33	1.9	7	3.4	-8	0	-6	8.3	-11	1.3	5
CC(=O)Oc1ccccc1C1C[C@]2(C)CC(=O)NC2N1C(C)=O (stereo partly specified)	-4	-1.4	1	-0.6	5	2	-1	-0.1	3	0.3	4
CC(C)Oc1ccc(OCCNC2CCCC2)cc1	9	1.0	32	3.0	-2	1	1	-0.2	-8	3.1	-5
c1ccc(-c2nnsc2Sc2ccccn2)cc1	-3	-0.6	61	2.6	0	1	-6	-0.9	-5	3.6	3
CSc1ccc(S(=O)(=O)N2CCN(Cc3ccc4c(c3)OCO4)CC2)cc1	-14	1.5	83	1.4	7	5	-5	-0.8	-2	0.8	2
COc1ccccc1N1CCN(S(=O)(=O)c2ccc3c(c2)CC(C)N3C(C)=O)CC1 (stereo unspecified)	2	0.5	4	-1.9	6	2	3	-2.0	-9	1.3	3
COc1cc(C(=O)Nc2ccc(S(=O)(=O)N3CCOCC3)cc2)c([N+](=O)[O-])cc1OC	17	0.6	71	4.0	1	-2	-1	0.0	4	-0.3	-2
Cn1c(SCc2ccc(Br)cc2)nnc1-c1ccccn1	nt	-1.5	-7	5.4	nt	nt	nt	0.6	nt	1.7	0
S=C(NC1CC1)NC1CCCc2ccccc21 (stereo unspecified)	20	1.9	-4	4.5	1	-8	2	-2.2	-7	3.4	-5
CCOC(=O)C1(Cc2cccc(OC)c2)CCN(Cc2ccon2)CC1	-2	0.0	205	-0.1	-21	1	1	-5.3	-10	-0.9	21
Cc1c(-n2cc(C(=O)c3cc(Cl)ccc3O)cc(C#N)c2=O)c(=O)n(-c2ccccc2)n1C	-5	3.3	-5	nt	0	3	1	-0.2	-12	2.2	-9
CC(=O)N1CCN(C(=O)c2ccc(Cl)c(S(=O)(=O)N3CCCC3)c2)CC1	13	-0.1	-6	4.2	-6	-3	2	0.7	2	0.1	-5
Cc1cc(Cl)ccc1OCC(=O)NNC(=O)C1CSC2(C)CCC(=O)N12 (stereo unspecified)	18	-0.6	-14	-0.7	-3	3	1	0.7	-3	1.0	-7
COc1ccc(Cc2nnc(N/N=C/c3ccc(O)cc3O)[nH]c2=O)cc1OC	-37	0.3	-35	4.2	5	0	2	-2.1	-2	4.2	-10
O=C(NCC(=O)N1CCN(c2ncccn2)CC1)c1ccccc1F	11	3.3	23	6.0	3	10	-1	0.8	-2	2.9	4
Cc1nn(-c2ccccn2)c2nc(-c3cccs3)cc(C(=O)NCc3ccco3)c12	-7	-0.3	-14	1.8	5	3	5	0.9	-10	-1.0	-4
COc1cc(NC(=O)c2ccco2)c(C(=O)OCC(=O)c2c[nH]c3ccccc23)cc1OC	-8	-2.7	-12	2.3	-1	3	-1	-0.4	-7	1.2	4
O=C(O)c1ccccc1NS(=O)(=O)c1cccc(N=Nc2c(O)[nH]c(=S)[nH]c2=O)c1	6	nt	nt	3.5	8	0	8	-1.8	-5	nt	0
CCN1CCN(C(=O)c2cc3cc4ccc(OC)cc4nc3s2)CC1	-11	0.2	142	0.0	-10	4	-6	1.0	-7	0.2	-5
O=C(COc1cccc(Cl)c1)N/N=C\c1cc2ccccc2nc1Cl	-2	-2.7	-6	3.1	0	2	1	-0.3	-7	-1.2	-7
COC(=O)c1sc2nc(-c3ccco3)ccc2c1N	25	-0.2	-11	-1.4	-8	-2	2	-2.1	0	2.6	-7
COc1ccc(N2CC(O)=C(c3nc(-c4ccc(Br)cc4)cs3)C2=N)cc1	-7	0.3	-9	4.0	-2	7	-2	-1.1	7	-1.6	0
COc1ccc(-c2[nH]ncc2CN(C)Cc2nonc2C)c(OC)c1	15	0.3	-15	0.9	-5	-2	-1	0.5	-18	-0.3	-3
CN(/N=C/C=C/c1ccccc1)c1cc(=O)n(C)c(=O)[nH]1	14	-0.9	-1	3.0	4	3	1	0.5	2	2.5	0
c1ccc(-c2nnc(NC3=NCCC3)o2)cc1	-10	-0.8	-7	-0.5	-4	4	0	1.8	8	0.7	1
O=C(Nc1ccc(Cl)cc1)C1C2CCC3C(CCC21)C3(Cl)Cl (stereo unspecified)	-10	nt	nt	2.0	-5	4	-4	-0.5	-3	nt	-17
CCOc1ccccc1CN1C(=O)NC(C)(c2ccccc2)C1=O (stereo unspecified)	22	-0.9	-10	1.7	-8	-3	2	0.6	-9	1.0	6
Cc1cc(C)cc(NC(=O)COC(=O)COc2cccc3c2OC(C)(C)C3)c1	-8	-0.4	20	3.5	-3	5	-5	-1.7	0	-0.2	7
CCCCCn1c(CCC(=O)Oc2ccccc2OC)nc2c1c(=O)[nH]c(=O)n2CCCC	-7	-1.0	53	-0.6	2	3	8	0.9	-5	4.2	-2
CS(=O)(=O)N1CCC(C(=O)NCc2ccc(F)cc2Cl)CC1	-28	1.6	-16	1.9	-3	12	3	-4.4	5	2.1	-7
Cc1cc(Cl)ccc1OC(C)C(=O)NCCCCc1ccccc1 (stereo unspecified)	16	-0.7	3	2.7	11	2	-17	-0.2	-9	0.2	23
Cc1cccc(N(C(=O)Cn2nnc(-c3ccc(F)cc3)n2)C(C(=O)NC(C)(C)C)c2ccncc2)c1 (stereo unspecified)	4	-2.1	3	2.1	-14	-2	-1	-0.1	2	0.5	0
CCOc1ccc(NC(=O)COc2nsnc2N2CCOCC2)cc1	-10	0.2	276	1.4	-2	3	-4	-1.1	-14	-0.8	4
CCOc1ccc(S(=O)(=O)N2CCCCCC2)cc1	-8	-1.3	6	-1.6	17	-1	-5	0.2	8	0.8	11
COC(=O)C1=C(C)NC(=O)/C1=C\c1cccs1	9	-0.5	4	-0.3	-3	-4	1	-1.2	2	0.8	6
O=C(Cn1nc(C(F)(F)F)c2c1CCC2)NC1CCCCC1	-2	-0.4	6	1.7	-2	4	3	-0.4	-14	1.8	-1

Retrieved one by one from the list above:
canonical_smiles	HTR5A inv ctr	Ecoli viability	SUMO Mot1 rescue	phage Ecoli inh	PKA-R2B activ	HTR5A ag ctr	DAGLB inh	CDK5 inh	PKA-R1A act	AddAB inh	Tat export inh
CN(/N=C/C=C/c1ccccc1)c1cc(=O)n(C)c(=O)[nH]1	14	-0.9	-1	3.0	4	3	1	0.5	2	2.5	0
Cc1cccc(N(C(=O)Cn2nnc(-c3ccc(F)cc3)n2)C(C(=O)NC(C)(C)C)c2ccncc2)c1 (stereo unspecified)	4	-2.1	3	2.1	-14	-2	-1	-0.1	2	0.5	0
CCOc1ccccc1CN1C(=O)NC(C)(c2ccccc2)C1=O (stereo unspecified)	22	-0.9	-10	1.7	-8	-3	2	0.6	-9	1.0	6
Cc1cc(Cl)ccc1OC(C)C(=O)NCCCCc1ccccc1 (stereo unspecified)	16	-0.7	3	2.7	11	2	-17	-0.2	-9	0.2	23
